# Compound activity from PubChem.
# 14-3-3 PPI – modulators of human 14-3-3 gamma - Raf peptide interaction | P61981 | FP, 14-3-3gamma / TMR-pS259-Raf peptide binding | inhibition, % at 40 µM | 160,000 compounds, 0.19% hits; in the data active = inhibition above about 30%;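 note: 0% = protein plus tracer without compound and 100% = blank with tracer alone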
# Target sequence (P61981 whole entry, looked up): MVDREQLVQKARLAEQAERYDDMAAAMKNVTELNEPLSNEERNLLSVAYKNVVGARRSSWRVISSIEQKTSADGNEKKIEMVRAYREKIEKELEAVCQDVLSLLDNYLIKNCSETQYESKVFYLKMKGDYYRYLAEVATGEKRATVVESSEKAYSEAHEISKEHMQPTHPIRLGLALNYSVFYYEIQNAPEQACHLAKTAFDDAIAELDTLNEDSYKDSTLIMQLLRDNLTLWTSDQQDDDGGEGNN
# Active calls of the source: *; & = joins results of further samples. Not all compounds are listed, so the mix of outcomes need not match the whole.
SMILES,14-3-3 PPI
COc1ccc(OC)c(N(CC(=O)Nc2ccc(NC(C)=O)cc2)S(C)(=O)=O)c1,-9
Cc1ccc2nc(Nc3ccc4[nH]c(=O)[nH]c4c3)c(-n3nc(C)cc3C)nc2c1,-6
O=c1[nH]c(CN2CCN(C/C=C/c3ccccc3)CC2)nc2ccccc12,-4
CC(=O)N1c2ccc(N=Cc3ccc([N+](=O)[O-])cc3)cc2CC1C (stereo not given),9
CCc1ccc2nc(Nc3nc4ccccc4c(=O)[nH]3)nc(C)c2c1,-1
CC(Sc1n[nH]c2nc3ccccc3n12)C(=O)O (stereo not given),-4
CCCCNC(=O)c1sc2ccc(S(=O)(=O)N3CCCCC3)cc2c1N,-35
Cc1cc(SCC(=O)c2ccccc2)nc(C)n1,-11
Cc1ccc2[nH]c(SCc3ccc(Br)cc3)nc2c1C,-17
Cc1ccccc1Cc1c(C)nc2nc(SCC(=O)NC3CCCC(C)C3C)nn2c1C (stereo not given),-3
O=C1c2cc(S(=O)(=O)n3cnc4ccccc43)ccc2-c2ccc(S(=O)(=O)n3cnc4ccccc43)cc21,-4
Cc1ccc(C)c(CN2C(=O)CSc3ccc(C(=O)NCCCN4CCOCC4)cc32)c1,-8
O=c1c(C=NCCc2ccccc2)c(NCCc2ccccc2)nc2ccccn12,-9
CS(=O)(=O)N(CC(=O)Nc1ccc2c(c1)OCO2)Cc1ccc(Cl)cc1,-10
O=C(Cn1cncn1)c1ccc(Cl)cc1,6
COCCN(C(=O)CCCC(=O)Nc1ccccn1)C(C(=O)NC1CCCC1)c1ccc(C)cc1 (stereo not given),-2
COCCCn1c(SCc2ccccc2C#N)nc2c(sc3ccccc32)c1=O,-4
COc1ccc(C2C(C(=O)N(C)c3ccc(Cl)cc3)CC(=O)N2c2ccc(OC)cc2)cc1 (stereo not given),-3
CC1(C)Cc2c(C#N)c(SCC(=O)c3ccccc3)nc(N3CCOCC3)c2CS1,0
Cc1cc(C)n(CC(=O)O)c(=O)c1[N+](=O)[O-],1
Cc1c(Cl)c(C)c([N+](=O)[O-])c(O)c1C=Nc1cccc(NC(=O)c2ccccc2)c1,-41
O=C1C2C3C=CC(CO)(O3)C2C(=O)N1c1cc(C(F)(F)F)ccc1Cl (stereo not given),-11
O=[N+]([O-])c1ccc(Sc2nc3ccccc3s2)cc1,-4
COc1ccc(N(C(=O)c2cccc(OC)c2OC)C2C=CS(=O)(=O)C2)c(OC)c1 (stereo not given),-3
O=C(CCN1CCOCC1)Nc1ccc(Cl)cc1,1
Cc1ccc2oc(-c3cccc(N)c3C)nc2c1,-5
Cc1onc(-c2ccccc2)c1C(=O)N1CCOCC1,0
CCNC(=O)c1c(C)[nH]c(C(=O)OCC)c1C,-2
CC(=O)N1CCc2cc(S(=O)(=O)CCC(=O)N(C)Cc3ccccc3)ccc21,20
COc1ccc2nc(NC(=O)c3ccc(S(=O)(=O)N4CCOCC4)cc3)sc2c1,-7
O=c1cnnc(NCc2ccccc2)[nH]1,-5
COc1ccc(S(=O)(=O)N(CC(=O)Nc2cc(C)ccc2C)c2ccc(C)cc2)cc1,6
COc1ccc(NC(=O)C(=O)NCCN2CCN(S(C)(=O)=O)CC2)cc1,2
CC(O)c1ccc(Oc2ccc(C(C)O)cc2)cc1 (stereo not given),-3
N#Cc1c(N)nc(SCc2ccccc2)c(C#N)c1-c1ccccc1,-4
CCOc1ccc2cc(C3CC(c4ccc(OC)cc4)=NN3)c(Cl)nc2c1 (stereo not given),-114
CC(=O)C1=C(O)C(=O)N(CCC(=O)O)C1c1ccccc1Cl (stereo not given),-5
COC(=O)C(C)Sc1nc(-c2cccs2)nc2c1c(=O)n(C)c(=O)n2C (stereo not given),-1
O=C(Nc1cccc(O)c1)c1cc2n(n1)C(C(F)(F)F)CC(c1ccc(Cl)cc1)N2 (stereo not given),-3
CC(C)C(=O)N1c2ccccc2C(N(C(=O)c2ccc(F)cc2)c2ccccc2)CC1C (stereo not given),-10
O=C(NCc1ccccc1)C1CCN(S(=O)(=O)N2CCCCCC2)CC1,7
Cc1ccc(S(=O)(=O)Nc2ccc(-c3csc(-c4ccccc4)n3)cc2)cc1,-1
O=C(NCCC1=CCCCC1)c1cnsn1,-4
CCOC(=O)c1c(C)[nH]c(C(=O)OC/C(O)=C(\C#N)c2nc3ccccc3[nH]2)c1C,-56
CC1CCCCN1CCCNC(=O)CN1N=C(c2ccc(Cl)cc2)CCC1=O (stereo not given),-2
COc1ccc(CCN2C(=S)NC3c4cc([N+](=O)[O-])ccc4OC2(C)C3C)cc1OC (stereo not given),-4
CSc1cccc(-n2cc(-c3ccc(F)cc3)[nH]c2=O)c1,-12
O=C(Nc1ccc(-c2nc3ccccc3[nH]2)cc1)C1CCCO1 (stereo not given),-5
Cc1noc(NS(=O)(=O)c2ccc(NC(=O)c3cnc4n(c3=O)CCS4)cc2)c1C,-11&-13
CCOc1ccc(NS(=O)(=O)CC(C)C)cc1,-33
CCCC(=O)N(c1ccc(F)cc1)C1C=CS(=O)(=O)C1 (stereo not given),-5
COc1ccc(OC)c(NC(=O)COc2ccccc2C(C)C)c1,-2
CSc1ccc(-c2nc3ccc(C)cn3c2Nc2ccc3c(c2)OCO3)cc1,-7
O=C(O)c1ccccc1N1C(=O)CC(c2ccccc2)CC1=O,0
Nc1cc(C(=O)c2ccccc2)c(N)c2c1C(=O)c1ccccc1C2=O,-26
O=C(Nc1ccc(Cl)cc1)C1CC=CCC1C(=O)OCC(F)(F)C(F)F (stereo not given),1&1
O=C(CC1N=C2c3ccccc3N=C(SCc3ccccc3F)N2C1=O)NC1CCCCC1 (stereo not given),-8
CC1CN(S(=O)(=O)c2ccc(I)cc2)CCN1S(=O)(=O)c1ccc(I)cc1 (stereo not given),5
CSc1ccc(-c2nc3ncccn3c2Nc2ccc3c(c2)OCO3)cc1,-2
COc1ccccc1Oc1ncnc2scc(-c3ccc(Cl)cc3)c12,-81

# Among those listed so far, these contain a CF3 group.
SMILES,14-3-3 PPI
O=C1C2C3C=CC(CO)(O3)C2C(=O)N1c1cc(C(F)(F)F)ccc1Cl (stereo not given),-11
O=C(Nc1cccc(O)c1)c1cc2n(n1)C(C(F)(F)F)CC(c1ccc(Cl)cc1)N2 (stereo not given),-3

# Next compounds follow.
SMILES,14-3-3 PPI
N=c1c2c(n(Cc3ccc(Br)cc3)c3c1CCC3)CCCC2,-12
O=C(c1ccco1)N1CCN(C(=O)c2ccc(Cn3cc(Br)cn3)o2)CC1,-7&1
Cc1ccc(C)c(C(=O)c2ccccc2NC(=O)c2ccccn2)c1,7
COC(=O)c1cc2sc(Cl)cc2n1CC(=O)Nc1cccc(SC)c1,-8
COc1ccc(-c2cc(C(F)(F)F)n3ncc(C(=O)NC4CCCCC4)c3n2)cc1OC,-6
N=C(N)SCCc1cccc(CCSC(=N)N)c1,-8
COc1ccccc1N1C(=O)c2ccc(-c3ccc4c(c3)C(=O)N(c3ccccc3OC)C4=O)cc2C1=O,-3
COc1ccc(C2Oc3c(OC)cccc3C3CC(c4cccnc4)=NN32)cc1 (stereo not given),-23
O=C(CN1C(=O)c2ccccc2S1(=O)=O)c1ccccc1,-5
CC1(C)C(C=C(Cl)Cl)C1C(=O)Nc1cccc(C(=O)O)c1 (stereo not given),0
Cc1ccc(-n2nc(C(=O)N(C)c3ccccc3F)c3c4ccccc4n(C)c3c2=O)cc1,-2
COc1ccc(NC(=O)C2C3NC(=S)NC2(C)Oc2ccc(Br)cc23)cc1 (stereo not given),-3
O=S(=O)(N=S(N1CCCCC1)N1CCCCC1)c1ccccc1,-9
Cc1cc(C)cc(NC(=O)C2c3ccccc3Oc3ccccc32)c1,-1
Cc1cccc(-n2c3nc(=O)[nH]c(=O)c-3cc3c(C)nn(-c4ccccc4)c32)c1C,-9
c1ccc(Nc2nc(-c3ccncc3)cs2)cc1,0
Cc1ccc(OCc2nnc(SCC(=O)Nc3sc(C)c(C)c3C#N)n2C)cc1,-2
COc1cc(Nc2nc(-c3ccc(OC)c(OC)c3)nc3ccccc23)cc(OC)c1,-16
Cc1cc(Cl)nc(Cl)c1CCCl,-10
CCc1ccc(N(CC)c2ncnc3nc[nH]c23)cc1,-3&-20
Cc1cc(-c2ccccc2)c2c3c(cn2n1)c(=O)n(C)c(=O)n3C,-8
CCN(Cc1ccccc1)C(=O)CSc1nc2ccccc2c2nc3ccccc3n12,-5
CN(c1ccc(C(=O)NC(C)(C)C)cc1)S(=O)(=O)c1ccccc1,3
Cc1ccc(NC(=O)c2ccc3c(=O)n(CCc4ccccc4)c(=S)[nH]c3c2)cc1F,-1

# Single entries from the entries so far:
# 14-3-3 PPI, `COc1ccc(C2C(C(=O)N(C)c3ccc(Cl)cc3)CC(=O)N2c2ccc(OC)cc2)cc1` (stereo not given) → -3
# 14-3-3 PPI, `O=C(Nc1ccc(-c2nc3ccccc3[nH]2)cc1)C1CCCO1` (stereo not given) → -5
# 14-3-3 PPI, `O=c1c(C=NCCc2ccccc2)c(NCCc2ccccc2)nc2ccccn12` → -9
# 14-3-3 PPI, `CN(c1ccc(C(=O)NC(C)(C)C)cc1)S(=O)(=O)c1ccccc1` → 3
# 14-3-3 PPI, `COc1ccc(CCN2C(=S)NC3c4cc([N+](=O)[O-])ccc4OC2(C)C3C)cc1OC` (stereo not given) → -4
# 14-3-3 PPI, `Cc1ccc(OCc2nnc(SCC(=O)Nc3sc(C)c(C)c3C#N)n2C)cc1` → -2
# 14-3-3 PPI, `CCN(Cc1ccccc1)C(=O)CSc1nc2ccccc2c2nc3ccccc3n12` → -5

# Next records follow.
SMILES,14-3-3 PPI
COc1cc(C2C(C#N)=C(C)NC3=C2C(=O)CC(C)(C)C3)ccc1O (stereo not given),-1
CC(=O)COc1ccc2c(C)c(Cc3ccccc3)c(=O)oc2c1,-9
N#Cc1c(-c2ccccc2)oc2c1C(=O)c1ccccc1C2=O,1
CCOC(=O)C1CCCN(C(=O)c2cn(C)c3ccc(S(=O)(=O)N4CCCC4)cc3c2=O)C1 (stereo not given),-8
CCCOC(=O)Cn1c(=O)c2cc3c(=O)n(CC(=O)OCCC)c(=O)c3cc2c1=O,-7
Cc1ccccc1OCC(O)CN (stereo not given),-4
O=C(Nc1cccc(-c2nc3ccccc3s2)c1)c1ccc(Br)o1,-33
CCSCCC(NC1=CC(=O)CC(C)(C)C1)C(=O)O (stereo not given),-2&0
CCCOC(=O)C1[C@H]2C(=O)N(C(C)c3ccc(OC)cc3)C[C@]23C=C[C@H]1O3 (stereo not given in full),-2
O=C(NC1CC1)c1ccc(CNc2nc(=S)[nH]c3ccccc23)cc1,6
COCCn1c(SCC(=O)NC(=O)NCc2ccccc2)nc2ccccc21,-7
Cc1ccn2cc(C(=O)Nc3ccccc3N3CCOCC3)nc2c1,-1

# Looked up by structure from above:
SMILES,14-3-3 PPI
COc1cc(C2C(C#N)=C(C)NC3=C2C(=O)CC(C)(C)C3)ccc1O (stereo not given),-1
CCSCCC(NC1=CC(=O)CC(C)(C)C1)C(=O)O (stereo not given),-2&0
COc1ccc(OC)c(NC(=O)COc2ccccc2C(C)C)c1,-2
Cc1ccc2oc(-c3cccc(N)c3C)nc2c1,-5
CCCOC(=O)Cn1c(=O)c2cc3c(=O)n(CC(=O)OCCC)c(=O)c3cc2c1=O,-7
N=C(N)SCCc1cccc(CCSC(=N)N)c1,-8

# The listing continues.
SMILES,14-3-3 PPI
Cn1c(CNc2ccc(Cl)cc2[N+](=O)[O-])c(C#N)c2ccccc21,0
COc1cccc(-c2nn3c(-c4ccccn4)nnc3s2)c1,-28
O=C(OCCc1ccccn1)C1c2ccccc2Oc2ccccc21,-12
CC(=O)Nc1cccc(NC(=O)c2ccc(Br)cc2)c1,-16
CCOC(=O)Cn1nnc(-c2ccc(SC)cc2)n1,-5
O=C1Nc2ccc(Cl)cc2C(c2ccccc2)C1N1CCCCC1 (stereo not given),-3
Ic1ccc(-c2csc(Nc3ccc4c(c3)OCO4)n2)cc1,-19
Cc1cccc(Cn2c(NCCO)nc3c2c(=O)n(C)c(=O)n3C)c1,3&-5
Cn1c(=O)[nH]c(=O)c2c1nc(CN1CCN(Cc3ccccc3)CC1)n2CC(N)=O,2
CCN(CC)C(=O)c1cc([N+](=O)[O-])ccc1C(=O)O,-3
O=C(c1ccccc1)c1cc(Br)ccc1N=Cc1ccccc1F,-4
Cc1cc2nc(SCC(=O)O)nc(C)c2cc1C,-9
COc1ccc(NC(=O)Cn2cccc2)c(OC)c1,-7
CC1OS(=O)OC1(c1ccccc1)c1ccccc1 (stereo not given),-3
C=CCOC(=O)c1[nH]c2c(c1C)C(=O)CC(c1ccccc1)C2 (stereo not given),-6
CC(NC(=O)CN(C)S(=O)(=O)c1cccs1)c1ccccc1 (stereo not given),-1
COc1cccc(C(=O)Nc2c3c(nn2-c2cccc(C)c2C)CS(=O)C3)c1OC (stereo not given),-8
CC1CCN(S(=O)(=O)c2ccc3[nH]c(=O)cc(C(=O)NCc4ccccc4Cl)c3c2)CC1,-5
COc1ccc(-c2nnc3n2-c2ccccc2SC3)cc1OC,3
Nc1ncnc2c1ncn2[C@@H]1O[C@H](C(=O)NC2CC2)[C@H](O)C1O (stereo not given in full),-8
O=C(CCc1n[nH]c(=O)[nH]c1=O)N1CCOCC1,1
Fc1ccccc1CSc1nnc(Cn2cnc3ccccc32)n1-c1ccccc1,5
Cc1ccc(-c2coc3c(C)c4oc(=O)c5ccccc5c4cc23)cc1,-17
CC(C)c1ccc(Nc2c(-c3ccsc3)nc3cnccn23)cc1,-8
CC(C)(C)c1cc(Br)ccc1OCCCN1CCOCC1,-1
Cn1c2c(c(=O)n(C)c1=O)C(c1ccc(OCc3ccccc3)cc1)C1=C(CCCC1=O)N2 (stereo not given),-3
CCn1c(CCNC(=O)c2cccc(C)c2)nc2ccccc21,-3
CCN(C(=O)c1ccc(NC(C)=O)cc1)c1ccccc1C,-5
CCN(C(C)=O)C1=C(O)c2ccccc2C(=O)C1=O,-12
CCCCn1c(C=Cc2ccccc2)nc2ccccc21,-1
CCOc1ccc(N(CC(=O)NCc2ccc(OC)cc2)S(=O)(=O)c2c(C)noc2C)cc1,-2
COC(=O)c1sc(-c2ccccc2)cc1NC(=O)c1ccc(S(=O)(=O)N2CCCCC2)cc1,-2
O=C(NC12CC3CC(CC(C3)C1)C2)c1cnn2c(C(F)(F)F)cc(-c3ccccc3)nc12,-1
COc1ccc([N+](=O)[O-])cc1NC(=O)CCc1nc(-c2ccccc2F)no1,-5
CCOc1ccc(-n2c(=O)[nH]c3sc4c(c3c2=O)CCC4)cc1,-26
